KB-3-1 cytotox: KB-3-1 parental cell cytotoxicity. KB-3-1 viability, CellTiter-Glo ATP luminescence, 72 h. Potency, µM (top dose mostly 46.1 µM), inactives show top-dose activity change, negative = cytotoxic, usual class: cytotoxic. hit rate 1.4% among 400,000. AID 1347075; further: potency means the concentration at half of the fitted maximal effect; on the % scale 0 is the no-effect control and ±100 the full control effect; nearly all actives have a fitted effect of over 60% in size
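Cytotoxicity in the drug-sensitive parental line KB-3-1 was scored as loss of CellTiter-Glo luminescence following 72 h incubation with compound. Values come from curve fitting of normalized concentration-response data.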
HT1080-NT tox: kills 2HG-producing HT-1080-NT fibrosarcoma cells; Potency, µM (titrated, usually from 46.1 µM), inactives show at the top dose activity, negative = less viability, usual class: cytotoxic; HT-1080-NT fibrosarcoma viability, CellTiter-Glo ATP luminescence, 48 h; hit rate 1.6% among 360,000;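 further: NT is the 2HG producing partner of a matched IDH1 knockdown line; potency means the concentration at half of the fitted maximal effect; 0% = DMSO-treated cells and -100% = media-only wells without cells; nearly all actives have a fitted effect of over 55% in size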
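HT-1080-NT fibrosarcoma cells (2HG-overproducing), 750 cells/well in RPMI with 5% FBS, dosed after 2 h and incubated 48 h at 37C. CellTiter-Glo luminescence normalized to DMSO and no-cell wells; concentration-response curves fitted and classed.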
SW480 rerep: inducers of DNA re-replication in SW480 colon cancer cells. SW480 DNA re-replication, Hoechst DNA content imaging, 48 h. Potency, µM (titrated, usually from 46.1 µM), without a hit: top-dose re-replication activation, hits mostly activators. hit rate 1.8% among 340,000. AID 624297; further: potency means the concentration at half of the fitted maximal effect; % of control where 0% means no effect; nearly all actives have a fitted effect of over 55% in size
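Cells (250 per well) received 23 nL compound or DMSO by pin tool and were kept 48 hr at 37 C, 5% CO2. Nuclei were then stained with Hoechst for 40 min and scanned for DNA content.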
KB-V1 MDR tox: KB-V1 MDR subline cytotoxicity | AID 1347076 | hit rate 3.4% among 400,000 | KB-V1 MDR cells viability, CellTiter-Glo, 72 h | Potency, µM (series often up to 46.1 µM), for the others: at the highest dose activity change, negative = cytotoxicity, actives largely listed as cytotoxic; further: potency means the concentration at half of the fitted maximal effect; on the % scale 0 is the no-effect control and ±100 the full control effect; nearly all actives have a fitted effect of over 60% in size
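Drug-selected KB-V1 cells, grown in DMEM lacking phenol red with 10% FBS, receive compound titrations; after three days at 37 degrees C, surviving cell ATP is quantified by CellTiter-Glo luminescence and responses normalized and curve-fitted.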
GLP-1R agonist: activates the human GLP-1 receptor; P43220; HEK293 GLP-1R CRE-luciferase, luminescence, 4-6 h; cells express a hypersensitive GLP-1R form; Potency, µM (highest dose often 45.6 µM), for the others: at the highest dose activation, actives largely listed as activators; hit rate 0.007% among 380,000; further: potency means the concentration at half of the fitted maximal effect; % of control where 0% means no effect
Target sequence (P43220 whole entry, looked up): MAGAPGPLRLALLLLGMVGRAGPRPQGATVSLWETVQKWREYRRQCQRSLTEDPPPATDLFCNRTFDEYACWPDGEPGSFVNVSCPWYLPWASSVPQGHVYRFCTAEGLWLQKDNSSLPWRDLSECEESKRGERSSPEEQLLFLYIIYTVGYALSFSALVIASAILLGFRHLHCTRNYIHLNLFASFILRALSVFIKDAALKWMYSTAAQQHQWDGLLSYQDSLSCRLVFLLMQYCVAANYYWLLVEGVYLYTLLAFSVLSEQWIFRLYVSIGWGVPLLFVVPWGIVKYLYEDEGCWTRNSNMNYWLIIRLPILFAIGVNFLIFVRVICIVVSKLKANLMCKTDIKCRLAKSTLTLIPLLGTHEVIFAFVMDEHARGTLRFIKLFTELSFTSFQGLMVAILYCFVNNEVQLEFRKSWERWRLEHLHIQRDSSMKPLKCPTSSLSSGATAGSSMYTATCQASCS
IL-1B inflam inh: blocks inflammasome-driven IL-1 beta release; THP-1 LPS/ATP IL-1B secretion, AlphaLISA, 16 h; active compounds read low; activity change, % at 57.5 µM; hit rate 4.7% among 360,000; AID 743279; in the data active means activity change below about -50%; inconclusive means mostly about -30% to -49%; further: on the % scale 0 is the no-effect control and ±100 the full control effect
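Secreted IL-1B measured by AlphaLISA bead assay after 16 h compound exposure of THP-1 cells; compounds (final up to 57.5 uM) added 1 h before LPS (250 ng/mL) and ATP (1.25 mM) stimulation; lower signal means less secretion.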
HT1080 IDH1KD tx: kills HT-1080 cells with IDH1 knockdown. HT-1080 IDH1 knockdown viability, ATP luminescence, 48 h. Potency, µM (series often up to 46.1 µM), without a hit: top-dose activity, negative = toxicity, most hits filed as cytotoxic. hit rate 2% among 360,000. AID 686971;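 further: potency means the concentration at half of the fitted maximal effect; 0% = DMSO wells and -100% = cell-free medium wells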
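HT-1080-IDH1KD cells (IDH1 knocked down), 750/well in RPMI with 5% FBS, treated with compound 48 h at 37 degrees C. Viability by CellTiter-Glo luminescence, normalised to DMSO and no-cell wells; concentration-response curves classed.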
DRD3 antagonist: blocks the human D3 dopamine receptor; D3R cells, DiscoveRx beta-arrestin luminescence, antagonist mode; active compounds read low; max response, negative = inhibition, %; hit rate 2.5% among 360,000; AID 652054; in the data active means max response below about -50%; inconclusive means no clear call, values can overlap the other calls; further: on the % scale 0 is the no-effect control and ±100 the full control effect; mostly tested at two doses, the higher about 12 µM
Target sequence (P35462 whole entry, looked up): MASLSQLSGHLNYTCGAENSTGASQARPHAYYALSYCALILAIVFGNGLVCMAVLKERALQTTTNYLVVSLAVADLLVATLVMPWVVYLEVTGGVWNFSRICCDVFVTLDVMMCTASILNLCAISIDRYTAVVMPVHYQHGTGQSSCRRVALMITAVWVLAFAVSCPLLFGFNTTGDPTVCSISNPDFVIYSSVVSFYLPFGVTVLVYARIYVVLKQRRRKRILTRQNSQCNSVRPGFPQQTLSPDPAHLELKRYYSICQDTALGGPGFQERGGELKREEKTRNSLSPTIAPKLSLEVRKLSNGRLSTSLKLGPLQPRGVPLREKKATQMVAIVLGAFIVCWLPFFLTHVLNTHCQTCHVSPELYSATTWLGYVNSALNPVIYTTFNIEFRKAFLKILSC
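Cells plated overnight at 1500 cells/well, then exposed to library compounds with dopamine controls for 90 minutes at 37 degrees C. DiscoveRx reagent added for 30–60 minutes at room temperature; luminescence read, quantitative HTS format.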
DRD3 agonist: agonists of human D3 dopamine receptor. D3R DiscoveRx beta-arrestin cells, luminescence, 90 min. hit rate 0.58% among 410,000. P35462. max activation, %; in the data active means max activation above about 30%; further: 0% is about no effect; mostly tested at two doses, the higher about 12 µM
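Cells at 1500/well, incubated overnight, then treated with pinned compounds (dopamine as control) for 90 min at 37 degrees C. DiscoveRx reagent added for 30 - 60 minutes at room temperature; luminescence read.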
An asterisk follows results filed as active; u = inconclusive; x = no result given; [ ] = dose if it differs, or a comment. Unless noted, the call rests on the fitted dose curve; in most records, active means well fitted curve in the direction sought with a large enough effect; inconclusive means small, poorly fitted or top-dose-only effect, or another doubt; inactive means no such curve, though single readings can be large; an effect the other way counts as inactive or inconclusive.

molecule | KB-3-1 cytotox | HT1080-NT tox | SW480 rerep | KB-V1 MDR tox | GLP-1R agonist | IL-1B inflam inh | HT1080 IDH1KD tx | DRD3 antagonist | DRD3 agonist
CCOC(=O)C1=CCN(S(=O)(=O)c2ccc(F)cc2)C1c1cccc(F)c1 (stereo not given) | -13% | 0% | x | u | 11% | 1 | -12% | 31 | 0
O=C(COC(=O)c1n[nH]c2ccccc12)Nc1ccc(S(=O)(=O)N2CCCC2)cc1 | u | -22% | 2% | 7% | -6% | -4 | -25% | 11 | 8
CCOc1ccc(NC(=O)C2CC(=O)N=C(N)S2)cc1 (stereo not given) | -12% | 3% | -3% | u | -6% | 34 | 0% | 8 | 0
COc1ccc(C(=O)N2CCN(c3ccccc3)CC2)cc1S(=O)(=O)N1CCOCC1 | 9% | 12% | -10% | -26% | 1% | -1 | -1% | -3 | 12
O=C1CCc2cc(S(=O)(=O)Nc3ccccc3Cl)ccc2N1 | 4% | 2% | -17% | -3% | -5% | 10 | 0% | 17 | 5
CC(C)C(CC(=O)N1CCCCC1)C1CCOC(C)(C)C1 (stereo not given) | -8% | 5% | -8% | u | 3% | -4 | 6% | -13 | 0
CC(C)(C)n1cnc(C(N)=O)c1N | u | -2% | u | 2% | 1% | 23 | -6% | 3 | 2
O=C(CNC(=O)c1ccccc1)NCC(=O)OCC(=O)c1ccccc1Cl | 7% | -1% | -18% | 19% | -3% | 13 | 5% | 1 | 2
O=C1/C(=C\c2ccc3c(c2)OCO3)CCC/C1=C/c1ccc2c(c1)OCO2 | -16% | -15% | -2% | -15% | -17% | -16 | -1% | 5 | 1
COc1ccc(CCN=C(C)c2cc(C)c(C)cc2O)cc1OC | 7% | 7% | -4% | 26% | 9% | 29 | 5% | 1 | 13
CC1CCN(C(=O)c2[nH]cnc2C(=O)N2CCN(c3ccccc3)CC2)CC1 | u | 3% | -9% | 19% | 3% | 16 | 16% | -8 | 1
CCn1c(CNc2ccc(OC)cc2)nnc1SCC(=O)Nc1ccc(F)cc1 | 4% | -1% | 2% | 21µM* | 2% | 0 | -5% | -6 | -4
O=c1[nH]c(Cc2ccccn2)nc2scc(-c3ccccc3Cl)c12 | -24% | u | 21% | -11% | 16% | 45 | -12% | 1 | -2
COc1ccccc1NC(=O)N1CCCC(C(=O)Nc2cccc(C)c2C)C1 (stereo not given) | -1% | 5% | -4% | -16% | -4% | 7 | 1% | 3 | 2
Cc1cc(C)cc(NS(=O)(=O)c2ccc(NC(=O)C3CCCCC3C(=O)O)cc2)c1 (stereo not given) | -2% | -15% | -2% | 4% | -2% | 1 | -11% | 3 | 9
On1c(-c2ccc(Cl)cc2)nc2ccccc21 | -23% | -19% | -8% | -12% | 7% | -1 | 0% | -13 | 4
O=C(CSc1nc2ccccc2c(=O)[nH]1)Nc1ccc(S(=O)(=O)N2CCCC2)cc1 | 0% | u | -2% | 18% | 7% | 38 | u | -12 | -8
O=C(NCc1cccs1)C1CCN(S(=O)(=O)c2cccc3nsnc23)CC1 | 6% | 3% | 4% | -11% | -5% | -6 | 10% | 4 | 0
CC(C)N(Cc1ccccc1)C(=O)COC(=O)c1cnccn1 | -4% | -3% | -5% | -10% | 4% | 28 | 0% | 18 | -3
COC(=O)CNc1cc(S(=O)(=O)N2CCCCC2)ccc1Oc1ccc(C(=O)OC)cc1 | 5% | -9% | 16% | -15% | 15% | 4 | -21% | -5 | 18
COc1ccccc1C(CC(=O)c1ccccc1)CC(=O)c1ccccc1 | -27% | -13% | -7% | u | 16% | u | -11% | 7 | -6
COc1ccc(C(=O)c2ccccc2)cc1CN1CCOCC1 | 2% | -5% | x | -20% | 2% | -23 | 4% | 3 | 1
O=C1NCC(O)=C1C=NCCCO | 2% | 5% | 0% | -3% | -4% | 7 | 9% | 10 | 3
c1csc(CNCCN2CCOCC2)c1 | 0% | 4% | -7% | -6% | 9% | -8 | 3% | -10 | -7
CCC(C)[C@H](N)c1nnc(SCc2ccc(Cl)c(Cl)c2)o1 (stereo not given in full) | -4% | x | x | u | -8% | x | x | x | -20

Structures above containing a thiophene ring, fused or not (three):
molecule | KB-3-1 cytotox | HT1080-NT tox | SW480 rerep | KB-V1 MDR tox | GLP-1R agonist | IL-1B inflam inh | HT1080 IDH1KD tx | DRD3 antagonist | DRD3 agonist
O=c1[nH]c(Cc2ccccn2)nc2scc(-c3ccccc3Cl)c12 | -24% | u | 21% | -11% | 16% | 45 | -12% | 1 | -2
O=C(NCc1cccs1)C1CCN(S(=O)(=O)c2cccc3nsnc23)CC1 | 6% | 3% | 4% | -11% | -5% | -6 | 10% | 4 | 0
c1csc(CNCCN2CCOCC2)c1 | 0% | 4% | -7% | -6% | 9% | -8 | 3% | -10 | -7

The main list resumes, repeating the 2 entries before the break.
molecule | KB-3-1 cytotox | HT1080-NT tox | SW480 rerep | KB-V1 MDR tox | GLP-1R agonist | IL-1B inflam inh | HT1080 IDH1KD tx | DRD3 antagonist | DRD3 agonist
c1csc(CNCCN2CCOCC2)c1 | 0% | 4% | -7% | -6% | 9% | -8 | 3% | -10 | -7
CCC(C)[C@H](N)c1nnc(SCc2ccc(Cl)c(Cl)c2)o1 (stereo not given in full) | -4% | x | x | u | -8% | x | x | x | -20
COc1cc(C(=O)NCC(=O)N/N=C/c2c(C)[nH]c3ccccc23)cc(OC)c1OC | -7% | -1% | -1% | 16% | -8% | -4 | -4% | 2 | -9
CCOC(=O)c1cc(CC)sc1NC(=O)c1ccc(N2CCOCC2)c([N+](=O)[O-])c1 | 1% | 0%[9.24 µM] | -3% | 8% | -11% | u | 5% | 26 | 7
Cc1nnc(SCc2nc3ccccc3[nH]2)s1 | -3% | 6% | 4% | -2% | 2% | -4 | 10% | 2 | -5
COc1cc(C=NCc2ccccc2)ccc1O | u | -6% | x | 23% | 9% | 8 | -3% | -25 | -11
CCOc1ccc(NS(=O)(=O)c2ccc(C(=O)N3CCN(C(C)=O)CC3)cc2)cc1 | u | -5% | 1% | u | 1% | 22 | -3% | 0 | -2
CC(C)n1c(/N=C/c2ccccc2O)nc2ccccc21 | -1% | 0% | u | -14% | -1% | -2 | -1% | 11 | 7
N#Cc1nc(-c2ccco2)oc1NCc1ccco1 | -9% | -3% | -5% | u | 4% | -16 | -20% | 5 | 8
CN(C(=O)C1CCC1C(=O)O)c1nc(-c2ccc(Cl)s2)cs1 (stereo not given) | 3% | 0% | 12% | 0% | -2% | 7 | 0% | 10 | 12
CCCNC(=O)c1cc(-c2ccc3c(c2)OCO3)on1 | 0% | -10% | u | 0% | -2% | u | -24% | 12 | -9
COC(=O)Cc1ccc2oc(-c3cccnc3)nc2c1 | 4% | 26% | -4% | -13% | 8% | -6 | 18% | -12 | -5
COc1ccc2[nH]c(=O)c(C(c3nnnn3C3CCCC3)N(C)C3CCCCC3)cc2c1 (stereo not given) | 1% | -1% | 16% | 5.2µM* | -1% | -9 | -1% | u | -5
CS(=O)(=O)N(CC(=O)N1CCC(C(N)=O)CC1)c1ccc(Oc2ccccc2)cc1 | 7% | -1% | -6% | 15% | -6% | 5 | -15% | -13 | 3
O=C(c1ccccc1F)N1CCN(c2ccc([N+](=O)[O-])c(NCC3CCCO3)c2)CC1 (stereo not given) | -5% | -3% | -2% | 2% | 3% | -17 | -1% | 1 | 0
Cn1c(SCc2ccc(Br)cc2)nnc1-c1cccs1 | 9% | 2% | 2% | u | 5% | -19 | -6% | -17 | -8
OCCC#Cc1ccc(CN2CCN(CCc3ccccc3)C(CCO)C2)cc1 (stereo not given) | -8% | 8% | -6% | 5% | 5% | 7 | -4% | -17 | -12
Cc1ccc2cc(C(c3nnnn3C3CCCC3)N3CCN(c4ccc(F)cc4)CC3)c(=O)[nH]c2c1 (stereo not given) | u | -16% | 11% | 7% | -8% | -20 | -21% | 10 | -4
COc1ccc(CN2C(=O)C(CC(=O)NC(c3ccccc3)c3ccccc3)CC(C(=O)N(C)C)=C2C)cc1 (stereo not given) | 5% | 3% | x | u | -7% | -7 | 20% | -1 | 4
CC(=O)NC(C)c1ccc(C(=O)CSc2nnc(C3CC3)n2C2CC2)cc1 (stereo not given) | 7% | -4% | 1% | 6% | -1% | 6 | -2% | -9 | 2
O=C(CS(=O)(=O)c1ccccc1)Nc1nnc(C(F)(F)F)s1 | 14% | 0% | 6% | 0% | 0% | 16 | 3% | 6 | 9
CCOc1ccc(C(=O)NCCc2csc(-c3cccnc3)n2)cc1 | 14% | x | x | u | -7% | x | x | x | -6
CC(C)c1cc(C(=O)N/N=C/c2c[nH]c3ccccc23)n[nH]1 | -1% | 0% | 1% | 0% | 11% | -5 | -1% | -18 | -10
CCc1ccccc1Nc1nn2c(=O)c3ccc(C(=O)NC4CCC(C)CC4)cc3nc2s1 (stereo not given) | 0% | x | x | 12% | 6% | x | x | x | -2
Brc1cccc(OCCSc2ncccn2)c1 | -3% | -5% | 11% | u | 13% | -9 | 15% | -5 | 4
COc1ccc(NC(=O)CSc2cc(C(=O)c3nccn3C)c3ccccc3n2)cc1 | -5% | -1% | -116%[inhibitor] | u | 24% | u | -3% | 14 | 12
CN(Cc1cn(C)nc1-c1ccc(Oc2ccccc2)cc1)CC1COCCO1 (stereo not given) | -2% | 5% | -1% | 13% | 19% | 6 | -3% | 19 | 0
O=c1[nH]c(CSc2ncn[nH]2)nc2ccccc12 | -1% | 4% | 3% | 15% | 1% | 21 | -11% | -10 | -3

Single values from the entries so far.
O=C(c1ccccc1F)N1CCN(c2ccc([N+](=O)[O-])c(NCC3CCCO3)c2)CC1 (stereo not given) @ DRD3 agonist = 0
CC(C)c1cc(C(=O)N/N=C/c2c[nH]c3ccccc23)n[nH]1 @ DRD3 antagonist = -18
